Screening data (PubChem BioAssay)
BioA inh: blocks M. tuberculosis BioA enzyme activity | inhibition, % at 9.99 µM | 0.096% of 360,000 active | purified M. tuberculosis BioA enzyme, plate reader; in the data active means inhibition above about 40%
Active calls of the source: *. These rows are one share of the data (hit frequency here may not be typical).

SMILES	BioA inh
C[C@@H]1CN([C@H](C)CO)C(=O)c2cc(NC(=O)Nc3cccc4ccccc34)ccc2O[C@@H](C)CCCCO[C@H]1CN(C)S(=O)(=O)c1ccc(F)cc1	-1.5
Cc1ccc(S(=O)(=O)Nc2ccc3c(c2)C(=O)N([C@H](C)CO)C[C@@H](C)[C@H](CN(C)S(=O)(=O)c2cccs2)OCCCC[C@H](C)O3)cc1	0.2
CCC(=O)Nc1ccc2c(c1)OC[C@@H](C)N(C(=O)c1ccccn1)C[C@@H](C)[C@@H](OC)CN(C)C2=O	-1.0
COc1ccccc1CN1[C@H](CO)[C@@H]2c3ccccc3N(C(=O)C3CCCCC3)C[C@@H]21	-0.9
COc1ccc(CN(C)C[C@H]2OCCCC[C@H](C)Oc3ccc(NC(=O)Nc4ccccc4)cc3C(=O)N([C@H](C)CO)C[C@H]2C)cc1	4.1
C[C@H]1CN([C@@H](C)CO)C(=O)c2cccc(NS(=O)(=O)c3ccc(F)cc3)c2O[C@@H]1CN(C)C(=O)Nc1ccc(C(F)(F)F)cc1	4.4
COCC#Cc1ccc2c(c1)O[C@@H](CN(C)S(=O)(=O)c1cccc(OC)c1)[C@H](C)CN([C@@H](C)CO)S2(=O)=O	5.0
CCCN1[C@H](C(=O)N[C@H](C)c2ccccc2)[C@@H](CO)[C@@H]2Cn3c(ccc(-c4cccc(F)c4)c3=O)[C@@H]21	14.7
CC=Cc1ccc2n(c1=O)C[C@H]1[C@H](CO)[C@@H](C(=O)Nc3ccc(-c4ccccc4)cc3)[C@@H]2N1C(=O)CC (mixture of isomers)	6.0
Cc1ccc(S(=O)(=O)Nc2ccc3c(c2)CC(=O)N([C@H](C)CO)C[C@@H](C)[C@H](CN(C)C(=O)NC(C)C)O3)cc1	-0.9
C[C@H](CO)N1C[C@H](C)[C@H](CN(C)C(=O)C2CCOCC2)Oc2ncc(-c3cccc(C#N)c3)cc2C1=O	1.6
C[C@@H](NC(=O)C[C@H]1C=C[C@@H](NC(=O)C2CCC2)[C@@H](CO)O1)c1ccccc1	-1.9
Cc1cc(C(=O)Nc2cccc3c2O[C@@H](CN(C)C(=O)Nc2cccc4ccccc24)[C@@H](C)CN([C@H](C)CO)C3=O)n(C)n1	-0.3
C[C@H](CO)N1C[C@H](C)[C@H](CN(C)Cc2ccc(-c3ccccc3)cc2)Oc2ccc(NC(=O)Cc3ccccc3)cc2CC1=O	-1.2
C[C@H]1CN([C@@H](C)CO)C(=O)c2cc(-c3ccc(F)cc3)cnc2O[C@@H]1CN(C)Cc1ccc(F)cc1	-1.4
C[C@H](CO)N1C[C@H](C)[C@@H](CN(C)C(=O)Cc2ccccc2)Oc2ncc(-c3ccc(F)cc3)cc2C1=O	1.2
CCCNC(=O)N1[C@@H](CO)[C@@H]2c3ccccc3N(C(=O)NC(C)C)C[C@@H]21	-2.7
C[C@H](CO)N1C[C@H](C)[C@@H](CN(C)Cc2ccc3c(c2)OCO3)Oc2ccc(NS(=O)(=O)c3cn(C)cn3)cc2CC1=O	1.1
C[C@H]1CN([C@@H](C)CO)C(=O)c2cc(C3=CCCC3)cnc2O[C@@H]1CN(C)C(=O)Nc1ccc(C(F)(F)F)cc1	1.7
O=C(C[C@@H]1CC[C@@H]2[C@H](COC[C@H](O)CN2C(=O)Nc2cccc(Cl)c2)O1)N1CCCCC1	1.2
C[C@@H]1CN([C@H](C)CO)C(=O)c2cccc(NC(=O)c3ccc(-c4nccs4)cc3)c2O[C@@H]1CN(C)CC1CCCCC1	0.3
C[C@H]1CN([C@@H](C)CO)C(=O)c2cccc(NC(=O)c3nc4ccccc4s3)c2O[C@H]1CN(C)Cc1ccc(Oc2ccccc2)cc1	-2.3
C[C@H]1CN([C@@H](C)CO)C(=O)c2c(c3ccccc3n2C)-c2ccccc2CO[C@@H]1CN(C)Cc1cccnc1	3.3
C[C@@H]1CN([C@@H](C)CO)C(=O)CCCn2cc(nn2)CO[C@H]1CN(C)S(C)(=O)=O	-0.3
CCN1[C@@H]2c3cccc(=O)n3C[C@@H]2[C@@H](CO)[C@@H]1C(=O)NC1Cc2ccccc2C1	-0.2
CNC[C@@H]1Oc2ccc(NS(=O)(=O)c3c(C)noc3C)cc2CC(=O)N([C@@H](C)CO)C[C@@H]1C	1.9
Cc1noc(C)c1S(=O)(=O)Nc1ccc2c(c1)C(=O)N([C@H](C)CO)C[C@@H](C)[C@@H](CN(C)S(C)(=O)=O)OCCCC[C@H](C)O2	-4.1
CO[C@H]1CN(C)C(=O)c2cc(NC(=O)c3ccccc3F)ccc2OC[C@@H](C)N(C)C[C@H]1C	0.3
COc1ccc(CN(C)C[C@H]2Oc3c(NC(=O)C4CCOCC4)cccc3C(=O)N([C@H](C)CO)C[C@@H]2C)cc1	3.1
COc1ccc(NC(=O)N(C)C[C@@H]2OCCCC[C@H](C)Oc3ccc(NS(=O)(=O)c4ccc(C)cc4)cc3C(=O)N([C@H](C)CO)C[C@H]2C)cc1	-3.1

Not a retest: entries from further up.
SMILES	BioA inh
C[C@H](CO)N1C[C@H](C)[C@@H](CN(C)C(=O)Cc2ccccc2)Oc2ncc(-c3ccc(F)cc3)cc2C1=O	1.2
CCCNC(=O)N1[C@@H](CO)[C@@H]2c3ccccc3N(C(=O)NC(C)C)C[C@@H]21	-2.7
C[C@H](CO)N1C[C@H](C)[C@@H](CN(C)Cc2ccc3c(c2)OCO3)Oc2ccc(NS(=O)(=O)c3cn(C)cn3)cc2CC1=O	1.1
C[C@H]1CN([C@@H](C)CO)C(=O)c2cc(C3=CCCC3)cnc2O[C@@H]1CN(C)C(=O)Nc1ccc(C(F)(F)F)cc1	1.7
O=C(C[C@@H]1CC[C@@H]2[C@H](COC[C@H](O)CN2C(=O)Nc2cccc(Cl)c2)O1)N1CCCCC1	1.2
C[C@@H]1CN([C@H](C)CO)C(=O)c2cccc(NC(=O)c3ccc(-c4nccs4)cc3)c2O[C@@H]1CN(C)CC1CCCCC1	0.3
C[C@H]1CN([C@@H](C)CO)C(=O)c2cccc(NC(=O)c3nc4ccccc4s3)c2O[C@H]1CN(C)Cc1ccc(Oc2ccccc2)cc1	-2.3
C[C@H]1CN([C@@H](C)CO)C(=O)c2c(c3ccccc3n2C)-c2ccccc2CO[C@@H]1CN(C)Cc1cccnc1	3.3
C[C@@H]1CN([C@@H](C)CO)C(=O)CCCn2cc(nn2)CO[C@H]1CN(C)S(C)(=O)=O	-0.3

Other entries:
SMILES	BioA inh
CC(C)NC(=O)Nc1ccc2c(c1)C(=O)N([C@H](C)CO)C[C@@H](C)[C@H](CN(C)S(=O)(=O)c1ccccc1)OCCCC[C@@H](C)O2	-1.9
CCNC(=O)C[C@H]1CC[C@H]2[C@H](COc3ccc(NC(=O)c4cccc(OC)c4)cc3C(=O)N2C)O1	0.7
O=C(C1CCC1)N1CC[C@@H]2[C@H](CO)Nc3ccc(C#Cc4cccc(F)c4)cc3[C@@H]21	-0.6
CN(C)C(=O)C[C@@H]1CC[C@H](NC(=O)Nc2cccc(F)c2)[C@@H](CO)O1	-1.6
CO[C@@H]1CN(C)C(=O)c2ccc(NC(=O)C3CC3)cc2OC[C@H](C)N(C(=O)c2ccccn2)C[C@H]1C	-0.7
CCCNC(=O)N(C)C[C@H]1Oc2ncc(-c3ccc(F)cc3)cc2C(=O)N([C@H](C)CO)C[C@@H]1C	0.7
COc1cccc(C#Cc2ccc([C@H]3[C@@H](CO)N(C(=O)C4CC4)[C@H]3C#N)cc2)c1	3.2
C[C@@H]1CN([C@H](C)CO)C(=O)Cc2cc(NS(=O)(=O)c3ccccc3)ccc2O[C@H]1CN(C)CC1CC1	1.3
CO[C@@H](CN(C)C(=O)c1ccc2c(c1)OCO2)[C@@H](C)CN([C@H](C)CO)S(=O)(=O)c1ccc(F)cc1	1.6
C[C@@H]1CN([C@@H](C)CO)C(=O)c2cc(N(C)C)ccc2O[C@H]1CN(C)S(=O)(=O)c1ccc(Cl)cc1	-3.4
COc1cccc(NC(=O)N(C)C[C@H]2OCc3cnnn3CCCC(=O)N([C@@H](C)CO)C[C@@H]2C)c1	1.3
CO[C@H]1CN(C)C(=O)c2ccc(NC(=O)Nc3ccc(F)cc3)cc2OC[C@@H](C)NC[C@@H]1C	2.2
C/C=C/c1cnc2c(c1)C(=O)N([C@@H](C)CO)C[C@H](C)[C@@H](CN(C)CC1CCOCC1)O2	0.6
O=C(Nc1ccccc1Cl)N1C[C@@H]2[C@H](c3ccccc31)[C@H](CO)N2Cc1ccccc1	4.7
C[C@H]1CN([C@@H](C)CO)S(=O)(=O)c2ccc(C#CC(C)(C)O)cc2O[C@@H]1CN(C)C(=O)CC1CC1	2.4
C[C@@H]1CN([C@@H](C)CO)C(=O)c2cc(NC(=O)c3ccncc3)ccc2O[C@@H](C)CCCCO[C@H]1CN(C)C	-0.5
C[C@@H]1CN([C@@H](C)CO)C(=O)Cc2cc(NC(=O)C3CC3)ccc2O[C@@H]1CN(C)Cc1ccc(Oc2ccccc2)cc1	-1.0
C[C@@H]1CN([C@@H](C)CO)C(=O)c2cc(NS(=O)(=O)c3ccccc3)ccc2O[C@@H](C)CCCCO[C@@H]1CN(C)C(=O)Nc1ccccc1	-2.4
O=C(Cc1ccccn1)N1CCCCN2[C@@H](CO)[C@H](c3ccc(C#Cc4ccccc4)cc3)[C@@H]2C1	-1.5
O=C(N[C@@H]1CC[C@@H](CCNC(=O)c2cnccn2)O[C@H]1CO)c1ccc2c(c1)OCO2	-0.5
O=C(Nc1ccc2c(c1)[C@@H]1C[C@@H](CC(=O)N3CCCCC3)O[C@H](CO)[C@@H]1O2)C1CCOCC1	-2.9
C[C@H]1CN([C@@H](C)CO)C(=O)c2cccc(NS(=O)(=O)c3cn(C)cn3)c2O[C@H]1CN(C)C(=O)Nc1ccccc1	-0.9
Cc1ccccc1-c1ccc([C@@H]2[C@H](CO)N3CCCCN(CC4CCOCC4)C[C@@H]23)cc1	0.8
C[C@H](O)C#Cc1ccc2c(c1)O[C@H](CN(C)CC1CC1)[C@H](C)CN([C@@H](C)CO)S2(=O)=O	-1.9
C[C@@H]1CN([C@@H](C)CO)C(=O)Cc2cc(NC(=O)Nc3ccc4c(c3)OCO4)ccc2O[C@@H]1CN(C)S(=O)(=O)c1ccc(Cl)cc1	4.4
CCCC#Cc1ccc([C@H]2[C@@H](C#N)N(C(=O)C3CCOCC3)[C@H]2CO)cc1	-1.8
COc1cccc(-c2cn(CC[C@@H]3CC[C@@H](NC(=O)CN(C)C)[C@H](CO)O3)nn2)c1	-0.5
C[C@H](O)C#Cc1cnc2c(c1)C(=O)N([C@@H](C)CO)C[C@H](C)[C@H](CN(C)C(=O)Nc1ccc(C(F)(F)F)cc1)O2	0.6
C/C=C/c1cnc2c(c1)C(=O)N([C@H](C)CO)C[C@@H](C)[C@@H](CN(C)C(=O)c1ccc3c(c1)OCO3)O2	-0.1
CC(C)NC(=O)Nc1cccc2c1O[C@@H](CN(C)Cc1ccc(C(F)(F)F)cc1)[C@@H](C)CN([C@@H](C)CO)C2=O	0.1
C[C@@H]1CN([C@H](C)CO)S(=O)(=O)c2ccc(Br)cc2O[C@@H]1CN(C)Cc1ccccn1	-0.2
C[C@H](CO)N1C[C@H](C)[C@H](CN(C)S(=O)(=O)c2ccc(Cl)cc2)Oc2ccc(NC(=O)Nc3ccccc3)cc2C1=O	-0.7
C[C@H](CO)N1C[C@H](C)[C@@H](CN(C)S(=O)(=O)c2cccs2)OCCCC[C@H](C)Oc2ccc(NS(=O)(=O)c3ccc(F)cc3)cc2C1=O	-1.2
CO[C@H]1CN(C)C(=O)c2cc(NS(=O)(=O)c3ccccc3C)ccc2OC[C@H](C)N(C)C[C@@H]1C	0.6
O=C(Nc1ccccc1)[C@H]1[C@H](CO)[C@H]2Cn3c(cccc3=O)[C@H]2N1Cc1ccccc1Cl	2.1
C/C=C/c1ccc2c(c1)O[C@@H](CN(C)C(=O)c1ccccn1)[C@H](C)CN([C@@H](C)CO)S2(=O)=O	-0.5
C[C@H]1CCCCO[C@H](CN(C)Cc2ccccc2)[C@@H](C)CN([C@@H](C)CO)C(=O)c2cc(NC(=O)Nc3ccccc3)ccc2O1	-1.0
COc1ccc(-c2ccc([C@@H]3[C@@H](CO)N4CCCCN(C(=O)c5ccc6c(c5)OCO6)C[C@@H]34)cc2)cc1	2.7
C[C@@H]1CN([C@@H](C)CO)C(=O)Cc2cc(NS(=O)(=O)c3ccc(Cl)cc3)ccc2O[C@H]1CN(C)Cc1ccc(C(=O)Nc2ccccc2N)cc1	-3.2
C[C@H](CO)N1C[C@H](C)[C@@H](CN(C)Cc2ccccn2)Oc2ncc(C#CCc3ccccc3)cc2C1=O	4.6
C[C@@H]1CN([C@H](C)CO)C(=O)c2cc(C#CC3CC3)cnc2O[C@H]1CN(C)C(=O)CC1CC1	-0.2
COc1cccc(CNC(=O)C[C@H]2CC[C@@H]3[C@H](COc4ccc(NC(C)=O)cc4C(=O)N3C)O2)c1	9.1
CO[C@H]1CN(C)C(=O)c2ccc(NS(=O)(=O)CC(F)(F)F)cc2OC[C@@H](C)NC[C@H]1C	-1.3
C[C@H]1CN([C@@H](C)CO)C(=O)c2cc(NC(=O)Nc3ccc4c(c3)OCO4)ccc2O[C@@H]1CN(C)Cc1ccccc1	-0.5
CC(C)NC(=O)Nc1ccc2c(c1)C(=O)N([C@H](C)CO)C[C@H](C)[C@@H](CN(C)Cc1ccccc1)OCCCC[C@@H](C)O2	1.1
C[C@H]1CN([C@@H](C)CO)C(=O)c2cc(NC(=O)Nc3ccc(F)cc3)ccc2O[C@@H]1CN(C)CC1CCCCC1	0.0
C[C@@H]1CN([C@@H](C)CO)C(=O)c2cc(NC(=O)Nc3ccc(C(F)(F)F)cc3)ccc2O[C@@H](C)CCCCO[C@H]1CN(C)S(=O)(=O)c1ccccc1	0.6
COc1ccc(NC(=O)N2C[C@H]3[C@@H](c4ccccc42)[C@@H](CO)N3C(=O)C2CCCCC2)cc1	6.3
